GPT2 inh: blocks human glutamate pyruvate transaminase 2; Q8TD30; Recombinant GPT2, coupled pyruvate oxidase/HRP Amplex Red fluorescence; Potency, µM (doses to about 57.7 µM), inactives show top-dose activity change, negative = inhibition, actives largely listed as inhibitors; hit rate 0.25% among 100,000; further: potency means the concentration at half of the fitted maximal effect; nearly all actives have a fitted effect of over 60% in size; many of its hits are not listed in these tables
Target sequence (Q8TD30 whole entry, looked up): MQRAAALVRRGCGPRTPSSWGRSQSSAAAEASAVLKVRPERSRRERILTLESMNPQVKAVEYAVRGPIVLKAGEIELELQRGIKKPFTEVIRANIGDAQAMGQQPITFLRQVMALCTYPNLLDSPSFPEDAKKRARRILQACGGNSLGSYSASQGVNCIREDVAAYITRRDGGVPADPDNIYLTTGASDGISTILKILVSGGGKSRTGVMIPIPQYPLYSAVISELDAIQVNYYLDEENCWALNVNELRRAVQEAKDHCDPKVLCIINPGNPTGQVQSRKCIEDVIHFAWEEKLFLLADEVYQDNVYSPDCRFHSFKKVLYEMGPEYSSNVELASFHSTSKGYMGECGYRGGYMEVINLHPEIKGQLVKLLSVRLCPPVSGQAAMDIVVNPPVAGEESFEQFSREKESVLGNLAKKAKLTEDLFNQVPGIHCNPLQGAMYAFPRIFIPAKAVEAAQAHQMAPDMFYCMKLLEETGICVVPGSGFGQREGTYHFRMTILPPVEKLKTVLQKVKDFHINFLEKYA
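Fluorescence read-out: pyruvate from GPT2 turnover coupled to pyruvate oxidase, HRP and Amplex Red (0.2mM ThPP, 0.2U/mL PO and HRP, 50uM Amplex final). Substrates 250uM a-KG, 2mM L-alanine; enzyme 10ng/uL; 30 min RT.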
3T3 cytotox: NIH 3T3 cell cytotoxicity; NIH 3T3 viability, CellTiter-Glo ATP luminescence, 48-72 h; Potency, µM (top dose mostly 96.7 µM), without a hit: top-dose activity change, negative = cytotoxicity, usual class: inhibitors; hit rate 4.3% among 94,000; further: potency means the concentration at half of the fitted maximal effect; nearly all actives have a fitted effect of over 55% in size
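Cells were seeded at 400 per well, treated with pin-transferred compound, and kept 48 or 72 hr at 37 °C before CellTiter-Glo addition and luminescence imaging of cellular ATP.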
FLuc inh: inhibitors of firefly (Photinus pyralis) luciferase; P08659; purified P. pyralis luciferase, luminescence, biochemical; Potency, µM (titrated, usually from 115 µM), for inactives: at the highest dose activity change, negative = inhibition, most hits filed as inhibitors; hit rate 2.5% among 76,000; further: potency means the concentration at half of the fitted maximal effect; nearly all actives have a fitted effect of over 65% in size
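Purified 10nM P. pyralis luciferase with 10uM D-luciferin and 10uM ATP in 50mM Tris acetate pH 7.5, 10mM Mg acetate, 0.01% Tween-20, 0.05% BSA. qHTS titration; luminescence read by CCD imager.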
HEK cytotox: HEK 293 cell cytotoxicity; hit rate 6.6% among 94,000; HEK 293 viability, ATP luminescence (CellTiter-Glo), 48-72 h; Potency, µM (titrated, usually from 115 µM), for the others: at the top dose activity change, negative = cytotoxicity, most hits filed as inhibitors; further: potency means the concentration at half of the fitted maximal effect; nearly all actives have a fitted effect of over 60% in size
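HEK 293 cells at 250 cells/well were exposed to compounds by pintool transfer for 48 or 72 hr at 37 degree Celsius, 5% CO2. Viability was read as ATP-coupled luminescence with CellTiter-Glo after 10 min at room temperature.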
SNCA expr inhib: SNCA gene expression inhibition | AID 1671194 | hit rate 0.17% among 140,000 | HEK-293 SNCA-luciferase knock-in, luminescence, 24 h | Potency, µM (titrated, usually from 57.2 µM), without a hit: at the top dose activity change, negative = inhibition, hits mostly inhibitors;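 further: potency means the concentration at half of the fitted maximal effect; plate controls were DMSO cells for no effect and cell-free wells for full effect; nearly all actives have a fitted effect of over 45% in size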
IP6K1 inh: inhibitors of human IP6K1; IP6K1 kinase, ADP-Glo luminescence, 2 h; active compounds read low; activity change, % (series mostly up to about 58 µM); hit rate 0.81% among 140,000; in the data active means activity change below about -25%
Target sequence (Q92551 whole entry, looked up): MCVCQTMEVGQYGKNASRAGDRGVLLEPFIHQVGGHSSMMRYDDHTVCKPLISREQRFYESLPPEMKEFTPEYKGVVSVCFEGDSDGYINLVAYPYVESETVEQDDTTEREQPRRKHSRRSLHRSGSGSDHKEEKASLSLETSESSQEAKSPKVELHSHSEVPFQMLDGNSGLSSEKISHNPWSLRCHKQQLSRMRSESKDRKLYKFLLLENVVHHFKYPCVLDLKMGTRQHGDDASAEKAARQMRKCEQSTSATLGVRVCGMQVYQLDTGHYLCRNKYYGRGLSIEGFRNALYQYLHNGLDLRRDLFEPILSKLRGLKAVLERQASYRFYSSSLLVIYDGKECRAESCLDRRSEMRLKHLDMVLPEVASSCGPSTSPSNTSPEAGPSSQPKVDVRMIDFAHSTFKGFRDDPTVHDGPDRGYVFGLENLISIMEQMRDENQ
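ADP-Glo luminescence measures ADP made by human IP6K1 during a 2 h RT reaction with ATP/IP6 (mix at 1.3 mM/130 uM); top library doses 57.5 and 19.1 uM final.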
SNCA viab count: cell viability loss counter-screen | HEK-293-SNCA-luc viability, GF-AFC fluorescence, 24 h | Potency, µM (titrated, usually from 57.1 µM), inactives show at the highest dose activity change, negative = cytotoxicity, actives largely listed as cytotoxic | hit rate 0.12% among 150,000 | AID 1671193;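 further: potency means the concentration at half of the fitted maximal effect; 0% = DMSO-treated cells and -100% = medium-only wells without cells; nearly all actives have a fitted effect of over 30% in size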
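Cytotoxicity counterscreen: after 24 h compound treatment of genome-edited SNCA-luciferase HEK-293 cells, live-cell protease substrate GF-AFC read by fluorescence after 30 min; activity scaled between DMSO (0%) and medium-only (-100%), curves Hill-fitted.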
The depositor's hits bear a star; i = inactive; ? = inconclusive; / = no result given; [ ] = dose if it differs, or a comment. Unless noted, the call rests on the fitted dose curve; in most records, active means well fitted curve in the direction sought with a large enough effect; inconclusive means small, poorly fitted or top-dose-only effect, or another doubt; inactive means no such curve, though single readings can be large; an effect the other way counts as inactive or inconclusive. Unless noted, on the % scale 0 is the no-effect control and ±100 the full control effect.

SMILES	GPT2 inh	3T3 cytotox	FLuc inh	HEK cytotox	SNCA expr inhib	IP6K1 inh	SNCA viab count
CCCNC(=O)N(C1CCOCC1)C1CCN(C(=O)c2cccc(F)c2)CC1	-6%	i	5%	4%	?	4	4%
Cc1ccc(-c2nc(NCc3ccncc3)ncc2C(=O)O)cc1	4%	-17%	-4%	14%	2%	10	-6%
CNC(=O)c1ccc(NC(=O)c2nc(C(O)c3ccccc3F)oc2C)cc1 (configuration not stated)	0%[88.5 µM]	-33%[138 µM]	2%[172 µM]	?	-7%[87.6 µM]	0	-7%[87.6 µM]
Cn1c(=O)cc(SCC(=O)NCCc2ccc(Cl)cc2)c2cc(Cl)ccc21	/	/	/	/	-10%	15	-6%
COc1ccc(C2CCC(=O)N2Cc2ccc(F)cc2)cc1 (configuration not stated)	i	-23%	2%	?	-9%	9	3%
CC1(C(=O)Nc2ccccc2)CCc2cnc(N3CCOCC3)nc21 (configuration not stated)	i	?	0%[172 µM]	?	-3%[87.6 µM]	4	14%[87.6 µM]
CC1=C[C@@H](CNS(=O)(=O)Cc2ccccc2)[C@H](C(C)C)C[C@H]1CC(=O)NCc1ccccn1	i	?	-4%	?	-11%	-16	?
CC(=O)N1CCN(c2ccc3nnc(-c4ccc(C)cn4)n3n2)CC1	-13%[88.5 µM]	?	1%[172 µM]	i	0%[87.6 µM]	-11	-2%[87.6 µM]
CC[C@@H](C)[C@@H](C(=O)Nc1ccc(C)cc1)N1Cc2ccccc2C1=O	/	/	/	/	?	-15	-5%
COCCN1C(=O)c2ccccc2C(C(=O)NCc2ccc(Cl)cc2)C12CCCCC2 (configuration not stated)	-8%	?	-11%	?	12%	31	-29%
C[C@@H]1C(=O)O[C@H]2[C@H](O)C34[C@H]5C[C@@H](C(C)(C)C)C36[C@@H](OC(=O)[C@@H]6O)O[C@@]4(C(=O)O5)[C@@]12O (some centres not stated)	i	/	/	/	/	3	-5%[23.9 µM]
O=C1NCCCCCN(C(=O)C2CCCCC2)[C@H]2CCCC[C@@H]12	-22%	?	-3%	-16%	0%	8	-14%
COC(=O)CNC(=O)c1nc(-c2ccccc2)c2ccccn12	i	?	-13%[172 µM]	?	-7%[87.6 µM]	16	4%[87.6 µM]
CCc1ccc(NC(=O)c2ccc3[nH]c(C)c(C)c3c2)cc1	/	/	/	/	86%[activator]	18	0%
COc1ccc(CCNC(=O)c2cc3n(n2)CCCN(Cc2ccc(C)cc2)C3=O)cc1OC	/	/	/	/	-4%	-4	-1%
CC(C)NC(=O)N[C@H]1C[C@H]2C(=O)NC[C@@H](CCC(=O)N3CCCCC3)N2C1	i	1%[174 µM]	-4%[172 µM]	i	-15%[87.6 µM]	-2	-2%[87.6 µM]
Cc1cccc(Cn2nnc3c(=O)[nH]c(C4CCN(C(=O)c5ccc(F)cc5)CC4)nc32)c1	/	/	/	/	3%	-1	8%
CC(C)CCNC(=O)c1cc(-c2ccc(Br)s2)nc2ccccc12	/	/	/	/	52%[activator]	20	18%
CCCOc1ccc(-c2nn(-c3ccccc3)cc2C2NC(=O)NC(C)=C2C(=O)OC(C)C)cc1 (configuration not stated)	/	/	/	/	-13%	15	?
CN(C)c1cc(N2CCCC(NC(=O)NCc3ccccc3)C2)ncn1 (configuration not stated)	?	-5%	8%	-2%	2%	10	9%
COc1cccc(CN2C(=O)OC3(CCN(C(=O)C4CCC4)CC3)C2(C)c2cccnc2)c1 (configuration not stated)	-19%	?	2%	5%	-11%	2	4%
COc1ccccc1-c1cnc(NC(=O)C2CCOCC2)c2c1CCO2	4%[88.5 µM]	?	-12%[172 µM]	?	-7%[87.6 µM]	-6	-1%[87.6 µM]
COc1ccc(C(=O)N[C@@H]2CN(c3ncccn3)C[C@H]2CO)cc1F	3%	-6%	-11%	i	43%[activator]	4	-2%
Cc1cccc(OCC2(CNC(=O)N3CCOCC3)C[C@@H](O)[C@@H](O)C2)n1 (some centres not stated)	4%[88.5 µM]	i	0%[172 µM]	?	17%[87.6 µM]	-2	-3%[87.6 µM]
COc1ccc(CN2C(=O)CO[C@H](c3ccc(NC(=O)c4ccc(OC)cc4)cc3)[C@H]2CO)cc1	1%	?	?	?	-9%	-8	2%
O=C1CCCCCN1CCc1nc(C2CCOC2)no1 (configuration not stated)	i	-14%	13%	-7%	-26%	10	?
COc1ccc(CNC(=O)c2cc3cc4cc(OC)ccc4nc3o2)cc1	/	/	/	/	86%[activator]	27	3%
CCC(CC)C(=O)NC[C@H]1O[C@@H](CC(=O)NCc2ccc(F)cc2)[C@H](O)[C@@H]1O	i	-4%[174 µM]	-1%[172 µM]	-22%[172 µM]	-19%[87.6 µM]	21	9%[87.6 µM]
CN1CCN(C(=O)CC[C@H]2CNC(=O)[C@@H]3[C@@H](CCN3CC(C)(C)C)N2C)CC1	-26%[88.5 µM]	-13%[174 µM]	4%[172 µM]	2%[172 µM]	-19%[87.6 µM]	4	-7%[87.6 µM]
COc1cc(-n2cnnn2)cc(-n2ccnc2-c2cc3n(n2)CCCNC3)c1	3%	1%	-7%	1%	-15%	5	1%
CCc1nn(CCCC(=O)NCc2ccc(OC)c(OC)c2)c(=O)c2cc3occc3n12	/	/	/	/	13%	-8	-13%
O=C(CCn1cnc2onc(-c3ccc(F)cc3)c2c1=O)N1CCN(c2cccc(Cl)c2)CC1	/	/	/	/	?	7	-12%
CCOC(=O)CCNC(=O)N1CCCC(Cn2cnc3cccnc32)C1 (configuration not stated)	5%	3%	0%	-2%	?	-11	4%
CN1CC(=O)N(c2ccc([N+](=O)[O-])cc2)Cc2c1ncnc2N1CCOCC1	?	?	-9%	-21%	10%	4	-26%
COc1ccc(C(=O)NC2CCCN(c3cc(-c4ccc(F)cc4)[nH]n3)C2)cc1 (configuration not stated)	?	?	?	?	23%	0	?
COc1cccc(NC(=O)C2CCCN2S(=O)(=O)c2ccc3c(c2)n(C)c(=O)c(=O)n3C)c1 (configuration not stated)	/	/	/	/	-1%	35	1%
COC1C(=O)N(c2cccc(F)c2)C12CCN(C(=O)c1cc(C)n(C)n1)CC2 (configuration not stated)	-1%	-10%	/	-8%	-1%	-5	10%
O=C(Cc1ccc(F)cc1)N1C[C@@H](CO)[C@H](c2ccccn2)C1	-26%	-13%	-12%	-6%	20%	0	6%
COc1cccc(CN2CC[C@@H]3CN(S(C)(=O)=O)[C@@H]3C2)c1OC	i	-1%	2%	2%	1%	8	-2%[12.5 µM]
CC(C)(O)CCc1ccc(OCc2cc(-c3cccc(OC(F)F)c3)c3ncccc3c2)cc1	-8%	/	/	/	-25%	-10	-21%
CC(=O)c1cc(-c2ccc(F)cc2)n(CC(=O)NCc2ccc(C)cc2)c1C	/	/	/	/	11%	-1	-4%
CC(C)N1CCN(C2CCOC3(CCN(C(=O)Nc4ccccc4F)CC3)C2)CC1 (configuration not stated)	-10%	-20%	-7%	-26%	13%	-12	11%
COc1ccc(-c2ccccc2C(=O)N2CCC(NC(=O)c3ccccc3OC)CC2)nn1	/	1%	/	0%	/	6	/
O[C@@H]1C[C@@H](c2nnc3n2CCN(Cc2ccc(F)cc2F)C3)N(Cc2cccnc2)C1	i	-11%	-1%	-26%	60%[activator]	-1	-12%[12.5 µM]
COc1ccccc1Nc1ccnc(N2CCC(C(=O)NC(C)C)CC2)n1	4%[88.5 µM]	?	/	?	-6%[87.6 µM]	24	-9%[87.6 µM]
CN(C)C[C@@H]1CN(Cc2ccncc2)C[C@H]1NC(=O)c1ccoc1	i	-12%	-13%	-18%	-4%	4	1%
COc1ccc(NC(=O)Cn2c(=O)n(Cc3ccco3)c(=O)c3sc4ccccc4c32)c(OC)c1	/	/	/	/	?	-6	-10%
COc1ccc(C(=O)NCC2c3cc(OC)c(OC)cc3CCN2C(=O)NC(C)C)cc1 (configuration not stated)	?	-2%	2%	?	6%	-3	-16%
COc1ccc(Cl)cc1C(=O)N1CCC(N2CC3CC(C2)[C@H]2CCCC(=O)N2C3)CC1 (some centres not stated)	i	-4%	-10%	-5%	-2%	4	-3%
CCOC(=O)c1ccc(NC(=O)CCn2c(=O)c3cccn3c3ccccc32)cc1	/	/	/	/	26%	23	14%
COc1ccc(N2C(=O)C(CC(=O)Nc3ccc(F)cc3)N(CCC3=CCCCC3)C2=O)cc1 (configuration not stated)	/	/	/	/	-20%	-6	-1%
COc1ccccc1-c1noc(CCCC(=O)Nc2cccc(C(F)(F)F)c2)n1	/	/	/	/	156%[activator]	15	2%
Cc1nn(-c2ccccc2)c2c1C(C)N(C1CCCN([S+](=O)([O-])c3c(C)noc3C)C1)C2=O (configuration not stated)	/	?	/	?	/	1	/
O=C(Cc1ccc(F)cc1)N1CCC[C@H]1c1nc(-c2ccccc2)no1	i	?	5%	?	2%	0	-3%
Cc1ccc(C)c(N2CCN(c3c(CN4CCCC4)c(=O)oc4ccccc34)CC2)c1	/	/	/	/	-2%	-4	8%
Cc1cc(CN2C[C@@H](CO)[C@H](c3ccccn3)C2)n(C)n1	?	-12%	-12%	2%	1%	5	1%
CCC(CC)C(=O)Nc1sc2c(c1C#N)CCC(C(C)(C)CC)C2 (configuration not stated)	1%	/	/	/	/	17	-35%
O=C([C@@H]1C[C@H](Oc2cccnc2)CN1C(=O)CCCc1ccccc1)N1CCOCC1	i	-6%	-4%	-4%	25%	0	-14%
Cc1ccc(Nc2ccnc(N3CCC(NC(=O)C4CCCC4)CC3)n2)cc1	i	?	/	?	-14%	-9	6%
CN1C(=O)c2ccccc2Sc2ccc(NC(=O)c3ccc(C(F)(F)F)cc3)cc21	/	/	/	/	4%	22	?
O=C(OCc1ccccc1)N1CCOCC12CCN(Cc1ccncc1)CC2	i	35µM*	-3%[172 µM]	50µM*	-13%[87.6 µM]	20	-1%[87.6 µM]

Quoted from the listing.
Value for CCCNC(=O)N(C1CCOCC1)C1CCN(C(=O)c2cccc(F)c2)CC1 under SNCA viab count: 4%
Value for COc1ccc(-c2ccccc2C(=O)N2CCC(NC(=O)c3ccccc3OC)CC2)nn1 under IP6K1 inh: 6
Value for C[C@@H]1C(=O)O[C@H]2[C@H](O)C34[C@H]5C[C@@H](C(C)(C)C)C36[C@@H](OC(=O)[C@@H]6O)O[C@@]4(C(=O)O5)[C@@]12O (some centres not stated) under IP6K1 inh: 3
Value for O=C1CCCCCN1CCc1nc(C2CCOC2)no1 (configuration not stated) under HEK cytotox: -7%

Quoted at random: 3 records from the list
SMILES	GPT2 inh	3T3 cytotox	FLuc inh	HEK cytotox	SNCA expr inhib	IP6K1 inh	SNCA viab count
CCC(CC)C(=O)Nc1sc2c(c1C#N)CCC(C(C)(C)CC)C2 (configuration not stated)	1%	/	/	/	/	17	-35%
COc1ccc(-c2ccccc2C(=O)N2CCC(NC(=O)c3ccccc3OC)CC2)nn1	/	1%	/	0%	/	6	/
CC(=O)c1cc(-c2ccc(F)cc2)n(CC(=O)NCc2ccc(C)cc2)c1C	/	/	/	/	11%	-1	-4%

Screening data as filed in PubChem BioAssay.
